Hck-Nef inh = human Hck-Nef kinase inhibition; P08631; inhibition, % at 20 µM; Recombinant Hck-YEEI plus Nef, Z-Lyte FRET kinase assay; 220,000 tested, 0.68% active;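 active = Hck-Nef kinase inhibition above about 50%, limit read from the data; inactive = inhibition below that limit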;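 also: 0% = DMSO with Hck plus Nef and 100% = Hck alone without Nef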
Wee1 stabilizer = human Wee1 degradation inhibition, primary screen. reporter increase, % at 5 µM. 220,000 tested, 1.2% active. AID 1321. HeLa Luc-Wee1K328M stability, luciferase luminescence; 100% = proteasome inhibitor MG132 effect. P30291;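 active = activation above the mean of all tested compounds plus 3 SD, set per screening run, cut at about 8.8% in these data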;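 also: cells exposed to compound for 20 h before luminescence read; 0% = DMSO alone and 100% = MG132 at 30 µM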
14-3-3 Bad PPI = disrupts binding of bovine 14-3-3 zeta to phospho-Bad peptide; P63103; TR-FRET 14-3-3zeta/Dy647-pBad peptide displacement, 1 h; inhibition, % at 21.7 µM; 220,000 tested, 0.71% active; AID 781;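 active = inhibition above about 70%, limit read from the data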;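 also: 0% = full 14-3-3 plus peptide FRET controls and 100% = background without 14-3-3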
Target sequence (P63103 whole entry, looked up): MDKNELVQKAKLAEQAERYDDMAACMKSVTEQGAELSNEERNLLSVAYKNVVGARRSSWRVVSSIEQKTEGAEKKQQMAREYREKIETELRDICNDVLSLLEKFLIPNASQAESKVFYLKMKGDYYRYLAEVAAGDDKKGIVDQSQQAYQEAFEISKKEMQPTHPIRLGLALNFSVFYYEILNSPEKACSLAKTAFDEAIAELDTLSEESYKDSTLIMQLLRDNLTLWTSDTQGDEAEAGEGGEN
thrombin 1536 = thrombin (human) inhibition | P00734 | inhibition, % at 5 µM | 220,000 tested, 0.26% active | AID 1046 | alpha-thrombin, Boc-VPR-AMC fluorogenic substrate cleavage;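 active = inhibition at or above 40%; inactive = inhibition below 40%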;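 also: 0% = enzyme with no compound and 100% = wells without enzyme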
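signal = AMC fluorescence, 355/460 nm | material = human alpha-thrombin enzyme | control set = enzyme without compound as high, wells lacking enzyme as low | times = reaction at room temperature | read-out basis = percent inhibition scaled between no-compound controls and no-enzyme blanks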
Runt-SMMHC FRET = blocks binding of human RUNX1 Runt domain to CBFb-SMMHC | 220,000 tested, 0.74% active | AID 1434 | Cerulean-Runt/Venus-CBFb-SMMHC FRET ratio 530/480, 1 h | Q01196+Q13951 | inhibition, % at 20 µM;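 active = mean inhibition across duplicate retests at 20 µM reaching about 50%, limit read from the data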;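 also: 0% = DMSO wells and 100% = wells with excess untagged CBFb-SMMHC; inhibitors lower the FRET ratio by blocking Runt binding to CBFb-SMMHC; some results filed as inactive read as strong as hits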
FXIIa inh = blocks human coagulation factor XIIa protease activity; purified FXIIa, Boc-QGR-AMC fluorogenic substrate, 2 h; AID 800; inhibition, % at 5 µM; 220,000 tested, 0.3% active; P00748; in the data active = inhibition above about 40%;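 also: 0% = enzyme with no compound and 100% = blank without enzyme; many of its hits are not listed in these tables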
KLK5 inh = inhibitors of human kallikrein 5. 210,000 tested, 0.59% active. Q9Y337. recombinant hK5, fluorogenic AMC substrate cleavage. inhibition, % at 5 µM. AID 873;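 active = inhibition of 40% or more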;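 also: 0% = enzyme controls without compound and 100% = no-enzyme blanks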
Target sequence (Q9Y337 67-293 limits assumed): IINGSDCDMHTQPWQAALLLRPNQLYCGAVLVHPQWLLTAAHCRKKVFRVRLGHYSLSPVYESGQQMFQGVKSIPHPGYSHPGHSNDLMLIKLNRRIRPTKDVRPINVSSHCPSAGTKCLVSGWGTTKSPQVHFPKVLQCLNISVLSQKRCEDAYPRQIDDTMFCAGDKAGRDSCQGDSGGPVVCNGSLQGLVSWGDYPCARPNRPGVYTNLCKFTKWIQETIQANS
Runt-CBFb FRET = inhibitors of human RUNX1 Runt domain binding to CBFb. AID 1496. Q01196+Q13951. 220,000 tested, 0.46% active. Cerulean-Runt/Venus-CBFb FRET ratio 530/480, 1 h. inhibition, % at 20 µM;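 active = inhibition over about 50% at 20 µM in the single-dose screen, limit read from the data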;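 also: 0% = DMSO wells and 100% = excess unlabeled CBFb competitor control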
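Reagent – Venus-CBFb binding partner, 100 nM · Assay system – Cerulean-tagged RUNX1 Runt domain (FRET donor) fusion protein · Input – 100 nM per protein · Incubation – two 1 h room-temperature incubations shielded from light · Measured by – FRET fluorescence · Medium – Tris buffer pH 7.5 with salts and BSA · Benchmarks – unlabeled CBFb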
FXIa inh 1536 = inhibitors of human coagulation factor XIa | purified FXIa, Boc-Glu-Ala-Arg-AMC fluorogenic substrate | inhibition, % at 5 µM | P03951 | 220,000 tested, 0.14% active | AID 798;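 active = inhibition of at least 40%; inactive = inhibition below 40%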;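 also: fluorescence of freed AMC excited at 355 nm; 0% = enzyme without compound and 100% = no enzyme blank; many of its hits are not listed in these tables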
Target sequence (P03951 19-387 limits assumed): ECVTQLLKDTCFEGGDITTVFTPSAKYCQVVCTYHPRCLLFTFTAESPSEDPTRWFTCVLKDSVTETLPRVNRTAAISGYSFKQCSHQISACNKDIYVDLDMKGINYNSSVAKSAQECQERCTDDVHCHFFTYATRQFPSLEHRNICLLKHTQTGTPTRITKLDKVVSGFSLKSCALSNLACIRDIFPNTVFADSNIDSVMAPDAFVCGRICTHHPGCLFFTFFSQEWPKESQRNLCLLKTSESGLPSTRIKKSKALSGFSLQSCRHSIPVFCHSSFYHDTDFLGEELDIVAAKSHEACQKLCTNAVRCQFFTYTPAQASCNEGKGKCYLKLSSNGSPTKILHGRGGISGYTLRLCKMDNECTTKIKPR
Target sequence (P03951 388-625 limits assumed): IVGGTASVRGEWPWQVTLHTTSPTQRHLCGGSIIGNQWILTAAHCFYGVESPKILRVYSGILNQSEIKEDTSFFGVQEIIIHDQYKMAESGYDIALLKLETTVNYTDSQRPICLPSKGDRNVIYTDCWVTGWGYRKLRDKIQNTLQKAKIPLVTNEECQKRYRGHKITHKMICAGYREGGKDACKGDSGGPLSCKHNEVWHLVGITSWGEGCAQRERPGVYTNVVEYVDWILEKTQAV
The depositor's hits bear a star; x = not tested or not shown; & = joins results of further samples; [ ] = remark or other dose.

SMILES	Hck-Nef inh	Wee1 stabilizer	14-3-3 Bad PPI	thrombin 1536	Runt-SMMHC FRET	FXIIa inh	KLK5 inh	Runt-CBFb FRET	FXIa inh 1536
O=C(NN1C(=O)c2ccccc2C1=O)c1ccncc1	-15.4	-0.9	-4.7	-1.5	-1.1	6.7	3.0	0.0	0.5
CC(=O)N1CCC2(CC1)CC(=O)c1cc(OCC(=O)N3CCCC3)ccc1O2	11.9	1.9	-10.0	-3.5	8.6	4.4	-37.6	x	-8.2
O=C(CCC(=O)N/N=C/c1c[nH]c2ccccc12)NCc1ccccc1	2.5	-0.5	7.9	-3.5	2.8	9.4	-5.1	-3.5	10.4
O=C(Nc1nc2nc(-c3ccccc3)cc(-c3ccccc3)n2n1)c1ccco1	1.0	4.2	8.1	-0.9	-8.8	-6.3	-48.8	-1.7	-6.7
CCC(CO)n1c(SCc2cc(=O)oc3cc(C)ccc23)nc2ccccc2c1=O (centres undefined)	-9.3	0.1	-15.9[fluorescence artefact?]	2.2	3.1	41.6*	-3.5	0.4	20.8
CC(=O)OC(C(=O)NC1CCCCC1)c1ccc(Cl)c(Cl)c1 (centres undefined)	20.9	-1.4	0.8	-6.0	-2.8	-0.8	4.2	-1.0	-6.3
CC1CN(c2cc(=O)n(-c3ccc(Cl)cc3)c(=O)[nH]2)CC(C)O1 (centres undefined)	5.2	0.9	-8.4	2.7	-3.1	7.6	-3.6	0.0	-1.6
O=c1[nH]c(-c2ccccc2Cl)nc2c1sc(=S)n2-c1ccccc1	-7.4	4.2	70.7*	-9.9	-6.3	-1.2	-5.5	4.0	-5.2
C/C=C/COc1nc2c(c(=O)n(C)c(=O)n2C)n1C	0.1	-4.1	12.6	-1.4	5.1	10.8	0.9	0.8	1.7
COc1ccc(OC)c(S(=O)(=O)Nc2c(F)cccc2F)c1	11.8	-1.0	-5.4	0.2	-6.7	20.7	-9.9	-0.2	11.2
O=C(CNS(=O)(=O)c1ccccc1)N1CCCC1	-1.0	5.9	-2.5	0.3	1.1	7.2	7.5	-0.9	-8.2
CCC(NC(=O)c1cccc(Cn2cc([N+](=O)[O-])cn2)c1)c1ccc(C(C)C)cc1 (centres undefined)	-1.6	1.1	0.1	4.4	-4.2	4.8	9.8	-2.6	2.7
O=C(NC1=NCCS1)c1cccc(NC(=O)c2ccco2)c1	0.0	-1.2	-3.1[fluorescence artefact?]	-4.7	-3.7	3.3	-4.4	1.3	2.1
COc1ccc(-n2c(SCC(=O)Nc3ccccc3)nnc2-c2ccc(NS(=O)(=O)c3ccc(C)cc3)cc2)cc1	3.9	2.4	20.9[fluorescence artefact?]	2.9	0.2	19.0	-13.0	0.3	-0.8
COCCN(CCOC)Cc1c(C)[nH]c2c(C)c(C)ccc2c1=O	1.9	4.2	3.9	2.2	-3.2	1.2	-7.0	0.5	5.9
CCN(CC)S(=O)(=O)c1cccc(-c2nnc(SCCCC(=O)c3ccc(F)cc3)o2)c1	-0.9	-0.6	5.9[fluorescence artefact?]	0.9	-4.8	-0.4	-7.1	-3.5	2.6
Cc1ccc(-n2c(COc3cccc(C)c3)n[nH]c2=S)cc1	23.0	7.8	-7.3	-8.9	6.5	5.9	-1.5	6.9	-2.3
Cc1cc(C)n(CC(=O)N/N=C/c2cccs2)n1	4.0	-0.2	-20.5	-5.2	0.7	5.1	-20.8	-1.6	-0.8
O=S(=O)(c1ccc(Br)cc1Cl)N1CCN(CCO)CC1	25.3	-1.0	-1.8	x	-1.2	3.1	-1.1	1.0	-4.0
CCC(CC)NC(=O)Cn1c(C(C)NC(C)=O)nc2ccccc21 (centres undefined)	21.7	-0.8	3.0	0.2	-1.2	5.5	7.3	0.2	1.5
O=C(NC1CCCC1)c1ccc(CNc2c(N3CCOCC3)c(=O)c2=O)cc1	4.1	1.6	16.0	-1.6	-5.2	24.2	-6.5	0.4	3.0
COc1cccc(CNC(=O)CCC2CCCN(C(=O)c3ccoc3)C2)c1 (centres undefined)	-5.2	-0.5	-7.6	-0.8	1.7	10.3	x	0.2	3.8
Cc1cc(-c2ccco2)c(C#N)c2nc3ccccc3n12	-7.1	0.4	x	-2.8	-160.8	-11.8	-42.5	-18.5	-13.7
O=C(CSc1nc2[nH]ncc2c(=O)n1-c1ccccc1)NCCc1ccccc1	18.2	-2.5	-8.4	-15.5	-1.7	5.9	-0.2	-1.7	-3.8
O=C(O)c1cc(CN2CCOCC2)oc1-c1ccccc1	1.5	-1.9	75.9*	-6.0	-5.6	10.4	4.2	0.6	-1.5
COC(=O)c1cc2sc(Cl)cc2n1CC(=O)NCCC(C)C	-3.0	6.9	-13.2[fluorescence artefact?]	-1.4	2.3	4.6	-4.8	1.0	-4.3
CCS(=O)(=O)NC(C)C(c1cccs1)N1CCN(c2ccc(F)cc2)CC1 (centres undefined)	6.2	0.4	5.7	0.8	-1.2	12.4	-3.1	1.2	3.8
Nc1ccn([C@H]2CC[C@@H](CO)O2)c(=O)n1	17.5	-2.3&-4.5	-2.6&-10.2	-8.9	-2.6&-0.4	9.3	10.2	2.2&-1.8	0.2
COC(=O)c1sc2nc3c(c(-c4cccs4)c2c1N)CCCC3	-3.5	2.9	0.7[fluorescence artefact?]	0.4	5.6	6.0	-7.3	4.7	1.5
COC(=O)CCn1nc(-c2ccc(C)cc2)c2ccccc2c1=O	21.2	5.3	-14.9	-5.5	4.3	10.8	0.4	-3.3	-1.7

Part of the list above, in markdown.
| canonical_smiles | Hck-Nef inh | Wee1 stabilizer | 14-3-3 Bad PPI | thrombin 1536 | Runt-SMMHC FRET | FXIIa inh | KLK5 inh | Runt-CBFb FRET | FXIa inh 1536 |
| --- | --- | --- | --- | --- | --- | --- | --- | --- | --- |
| CCS(=O)(=O)NC(C)C(c1cccs1)N1CCN(c2ccc(F)cc2)CC1 (centres undefined) | 6.2 | 0.4 | 5.7 | 0.8 | -1.2 | 12.4 | -3.1 | 1.2 | 3.8 |
| Nc1ccn([C@H]2CC[C@@H](CO)O2)c(=O)n1 | 17.5 | -2.3&-4.5 | -2.6&-10.2 | -8.9 | -2.6&-0.4 | 9.3 | 10.2 | 2.2&-1.8 | 0.2 |

Next part.
SMILES	Hck-Nef inh	Wee1 stabilizer	14-3-3 Bad PPI	thrombin 1536	Runt-SMMHC FRET	FXIIa inh	KLK5 inh	Runt-CBFb FRET	FXIa inh 1536
O=c1c2ccsc2ncn1Cc1cccc(C(F)(F)F)c1	1.0	-1.2	6.2	-1.4	0.4	17.0	-7.9	-1.8	7.4
COc1ccc(-c2csc(/C(C#N)=C/Nc3cc4oc5ccccc5c4cc3OC)n2)cc1	-14.6	0.6	-11.7	3.9	4.6	6.5	-7.9	3.3	-2.1
COc1ccc(C(=O)O)cc1S(=O)(=O)Nc1cccc(C(F)(F)F)c1	-16.1	6.7	22.0	3.2	5.4	4.3	5.2	-1.7	6.2
CCc1c(C)nc(SCC(=O)N2CCCCC2CC)[nH]c1=O (centres undefined)	7.0	-0.5	-3.3	-1.1	3.1	6.5	-1.5	1.8	-2.6
CCc1[nH]nc2c1C1(CCOC1C)C(C#N)=C(N)O2 (centres undefined)	2.0	0.4	-4.2	-8.0	0.0	16.7	-8.8	-1.8	2.4
CC(C)CCN1C(=O)CC(NNC(=O)c2ccc(S(=O)(=O)N3CCCC3)cc2)C1=O (centres undefined)	8.7	4.0	-6.3	-3.2	-0.1	4.9	-0.1	-2.2	2.5
O=C(CCN1CCc2ccccc2C(c2ccccc2)C1)c1ccc2c(c1)OCCO2 (centres undefined)	-2.1	-0.9	9.6	-10.8	-2.8	-4.6	-33.0	1.3	-0.2
Cc1ccc(C(=O)C(OC(=O)c2c(C)cc(=O)oc2C)c2ccccc2)cc1 (centres undefined)	19.6	-0.3	-8.9	-8.7	-1.3	7.2	2.8	-0.8	-0.8
c1ccc2c(c1)CCN(c1nc(CN3CCOCC3)nc3sc4c(c13)CCCC4)C2	3.1	-1.4	-6.0	-2.9	-4.2	4.8	-0.4	-8.5	-3.6
O=C(/C=C/c1cccc([N+](=O)[O-])c1)NCCN1C(=O)S/C(=C\c2cccnc2)C1=O	2.8	-0.1	1.4	-2.2	0.5	-1.3	-4.9	0.1	-4.2
C/C(=C\c1ccccc1)C(=O)Nc1ccc(S(=O)(=O)Nc2ncccn2)cc1	-9.4	6.7	-11.0	-0.1	0.0	x	4.6	0.7	0.5
CC(C)OC(=O)c1cc(-c2ccc(C=O)o2)ccc1Cl	7.9	-2.0	-4.0	-4.7	-2.4	9.4	-11.1	1.8	-4.9
C/C(=C1\SC(N2CCOCC2)=NC1=O)c1ccc(C)cc1	1.1	3.4	2.7	0.2	3.9	9.6	2.4	0.2	2.6
CCOC(=O)c1c(NC(=O)Cc2cccs2)sc(C(=O)N2CCCCC2)c1C	0.1	-3.1	-6.5	5.6	-2.0	16.9	-22.2	-1.6	5.2
O=c1oc(Nc2ccccc2F)nc2ccccc12	0.3	0.9	3.9	20.9	-1.3	14.1	1.7	0.1	3.8
COc1ccc(CCNc2nc(=O)[nH]nc2C)cc1OC	0.0	-2.7	-0.1	3.2	0.9	4.4	-20.8	-1.1	5.8
CCC(Sc1nc2sc(C(=O)OC)c(C)c2c(=O)n1N)C(=O)N(CC)CC (centres undefined)	-18.6	1.1	0.1[fluorescence artefact?]	-3.9	-3.6	13.0	-3.2	-9.0	5.0
COc1ccc([N+](=O)[O-])cc1NC(=O)COC(=O)c1ccccc1O	5.5	-3.4	0.4	-9.8	0.2	1.6	-8.8	0.0	2.1
COc1ccc(C)cc1NC(=O)CC(O)(C(F)(F)F)C(F)(F)F	0.0	-0.5	-8.1	-8.0	0.0	-4.7	0.4	-0.7	-9.3
CC1CCN(CC(=O)N2CC(=O)Nc3ccccc32)CC1	-3.3	1.1	-1.2	7.1	-3.5	2.1	-14.0	-0.3	-1.6
CCCc1nc(SCc2ccc(Cl)cc2Cl)n[nH]1	-0.6	-0.2	-1.2	-7.4	2.8	13.7	-2.4	2.5	-2.1
Cc1cc(N2CCCC2)ccc1/C=N/n1cnnc1	36.5	0.5	-13.4	-5.0	47.1	11.0	1.1	18.2	-1.5
CC(C)n1c(Sc2nccn2C)nc2c1c(=O)n(C)c(=O)n2C	1.9	0.1	0.1	-16.6	2.2	2.4	5.3	-0.6	3.9
CCCc1nc2ccccc2c(=O)n1CC(=O)c1ccccc1	5.2	0.1	-2.1	-0.5	1.1	7.4	x	-1.6	3.1
O=C(NCc1ccco1)c1scc2c1OCCO2	0.4	-4.4	-9.2	0.1	3.1	42.9*	5.8	-0.7	14.3
Cc1ccc(C(=O)CCC(=O)O)cc1	7.4	0.5	-2.4[fluorescence artefact?]	6.7	-8.9	11.7	-13.1	-0.2	-0.4
N#Cc1nc(COc2ccccc2)oc1N1CCN(c2cccc(Cl)c2)CC1	4.7	-0.6	49.9	-7.5	0.6	-4.5	2.2	1.2	-5.7
Cc1ccc(-c2c(=O)n(OCc3ccccn3)c3ccccc3[n+]2[O-])cc1	0.2	-2.4	3.8[fluorescence artefact?]	3.4	-1.0	13.0	-13.1	-2.4	3.6
c1ccc(CSc2nnc(-c3sccc3-n3cccc3)o2)cc1	-0.3	-2.3	-3.3	-5.3	-7.2	9.6	-5.4	-4.0	2.2

From PubChem BioAssay
